C2C12 statin = suppressors of statin myotoxicity in C2C12 myotubes, primary screen, cell-based, single point, plate reader | C2C12 myotubes + simvastatin, ATP luminescence, 48 h; scaled: DMSO 0, geranylgeraniol control 100 | rescue of ATP level, % at 7.49 µM | 330,000 tested, 0.78% active;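 active = mean ATP rescue above about 67%, or every replicate alone reaching that limit, limit read from the data, passing the limit was not always enough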;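 note: myotubes were challenged with 10 µM simvastatin during compound exposure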
Cneo AK release = Cryptococcus neoformans cell lysis inducers, primary screen, AK release luminescence, single concentration; 360,000 tested, 0.2% active; lysis activity, % at 15 µM; C. neoformans lysis, adenylate kinase release luminescence, 4 h; normalised: neutral wells 0, clomiphene wells 100;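 active = mean lysis activity across replicates of at least 80%, whatever share of replicates individually reach that level; inactive = mean lysis activity below 80%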
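Assay system: Cryptococcus neoformans yeast cells / Dosing: single-point compound dose / Timing: 4 h at 37 °C static, read 1 h later / Measured by: luminescence of released adenylate kinase using an AK detection reagent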
ERAP1 inh = human ERAP1 aminopeptidase inhibitors, primary screen, biochemical, single point, plate reader. Endoplasmic reticulum aminopeptidase 1 (Homo sapiens), Q9NZ08. recombinant ERAP1, Leu-AMC fluorescence, 60 min. inhibition, % at 10.7 µM. 340,000 tested, 0.15% active. AID 652197, 2013;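 active = mean replicate inhibition of at least 30%, or all replicates individually reaching that 30% level; inactive = mean below 30% and not every replicate reaching it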;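 note: 0% = neutral control wells and 100% = L-leucinethiol positive control wells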
Target sequence (Q9NZ08 whole entry, looked up): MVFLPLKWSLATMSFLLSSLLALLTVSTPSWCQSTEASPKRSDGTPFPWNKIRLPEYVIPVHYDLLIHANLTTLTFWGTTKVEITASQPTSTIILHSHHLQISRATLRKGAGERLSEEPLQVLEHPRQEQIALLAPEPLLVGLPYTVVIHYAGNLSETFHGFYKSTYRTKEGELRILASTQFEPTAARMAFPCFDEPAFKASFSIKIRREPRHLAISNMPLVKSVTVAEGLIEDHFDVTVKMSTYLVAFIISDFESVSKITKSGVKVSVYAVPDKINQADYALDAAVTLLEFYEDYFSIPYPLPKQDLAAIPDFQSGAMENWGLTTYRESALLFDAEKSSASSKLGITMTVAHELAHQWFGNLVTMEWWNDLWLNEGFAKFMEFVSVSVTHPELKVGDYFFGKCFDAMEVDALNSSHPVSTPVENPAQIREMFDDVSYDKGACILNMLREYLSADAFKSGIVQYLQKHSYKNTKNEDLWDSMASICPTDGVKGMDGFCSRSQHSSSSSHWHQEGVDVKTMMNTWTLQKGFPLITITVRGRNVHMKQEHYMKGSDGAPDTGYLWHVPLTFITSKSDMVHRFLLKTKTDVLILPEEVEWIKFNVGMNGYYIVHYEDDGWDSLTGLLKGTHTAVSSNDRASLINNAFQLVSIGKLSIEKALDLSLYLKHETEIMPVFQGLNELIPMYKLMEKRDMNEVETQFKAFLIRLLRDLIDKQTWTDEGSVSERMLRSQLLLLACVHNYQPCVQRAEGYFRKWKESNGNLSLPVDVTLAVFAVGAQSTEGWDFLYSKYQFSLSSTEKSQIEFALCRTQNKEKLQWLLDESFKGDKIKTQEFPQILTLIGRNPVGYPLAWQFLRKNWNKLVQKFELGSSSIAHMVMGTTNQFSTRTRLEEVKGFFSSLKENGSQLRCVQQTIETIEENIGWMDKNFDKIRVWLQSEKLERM
PGC1a acetyl inh = inhibitors of PGC1a acetylation signal, primary screen, cell-based, U2OS, AlphaScreen, inhibitor mode. inhibition, % at 15.6 µM. AID 651687, 2012. 350,000 tested, 0.17% active. AlphaScreen anti-acetyl-lysine; with virally co-expressed GCN5 acetyltransferase;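 active = every replicate shows inhibition of at least 40%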;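 note: 0% = neutral control wells and 100% = positive control wells; some results beyond the cut were filed as inactive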
LGR2 antag = inhibitors of bursicon-induced LGR2 CRE-luciferase signal, primary screen, cell-based, HEK293, CRE-luciferase reporter, bursicon stimulation; 380,000 tested, 0.35% active; inhibition, % at 9.99 µM; Drosophila bursicon receptor LGR2 (rickets); bursicon-stimulated, 4 h;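 active = drop in luminescence signal, shown as inhibition above about 50% in the replicate tests, limit read from the data, passing the limit was not always enough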;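 note: agonist challenge used bursicon conditioned medium at about half maximal strength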
Xi reactivation = activators of inactive X chromosome reactivation, primary screen, imaging, XiGFP fibroblasts, GFP high-content imaging, set 2; AID 743238, 2013; XiGFP mouse fibroblasts, % GFP-positive cells imaging, 3 d; cells co-treated with 5-aza-dC sensitizer; scaled so ellipticine positive control = 100%; activation, % at 7.58 µM; 360,000 tested, 0.055% active;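 active = mean normalized replicate activation at least 10% and every replicate at or above 10%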;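 note: 0% = median of on-plate neutral control wells and 100% = ellipticine 6 µM median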
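System: XiGFP fibroblasts, SV40-immortalized. Medium: DMEM plus 5-aza-dC sensitizer. Doses: single point. Timing: 3 d treatment, 15 min room-temperature fixation. Control set: ellipticine 6 µM.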
S100A4 MyoIIA = inhibitors of S100A4-myosin IIA peptide binding, primary screen, biochemical, fluorescence polarization, TAMRA-MyoIIA peptide. 360,000 tested, 0.14% active. AID 652163, 2013. Protein S100-A4 (Homo sapiens), P26447. inhibition, % at 10.7 µM;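 active = mean inhibition of at least 70% across replicates, with every replicate also reaching that level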
Target sequence (P26447 whole entry, looked up): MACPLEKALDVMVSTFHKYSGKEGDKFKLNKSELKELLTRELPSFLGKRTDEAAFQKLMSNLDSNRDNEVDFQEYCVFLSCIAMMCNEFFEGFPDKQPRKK
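Material: human S100A4 monomer with TAMRA-labelled myosin IIA peptide; buffer or medium: HEPES pH 7.2 with CaCl2, KCl, NaCl, DTT, Triton; compound dosing: one concentration per compound; schedule: 5 min incubation before reading; benchmarks: neutral control DMSO, positive control TFP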
SIRT5 inh = SIRT5 desuccinylase inhibitors, primary screen, biochemical, fluorescence imaging, single point, set 5. Purified SirT5, succinyl-peptide AMC, trypsin-coupled fluorescence. inhibition, % at 15 µM. NAD-dependent protein deacylase sirtuin-5, mitochondrial (Homo sapiens), Q9NXA8. AID 652115, 2013. 330,000 tested, 1.1% active; in the data active = inhibition above about 15%
Starred values were filed as active, the others as inactive; / = not tested or not shown. Not all compounds are listed; the hit share may differ from the screen's.

SMILES	C2C12 statin	Cneo AK release	ERAP1 inh	PGC1a acetyl inh	LGR2 antag	Xi reactivation	S100A4 MyoIIA	SIRT5 inh
C[C@@H]1CN([C@H](C)CO)C(=O)c2cc(NC(=O)CCC(F)(F)F)ccc2O[C@@H]1CN(C)S(=O)(=O)c1ccc(Cl)cc1	-37.2	-0.9	3.5	0.8	-3.6	-1.0	-3.8	-3.5
COc1cccc(NC(=O)c2cccc(Cl)c2)c1	-13.6	-3.8	0.8	-4.1	-36.2	0.0	8.5	/
Cc1ccc(NC(=O)CCc2nnc3ccc(N4CCN(C)CC4)nn23)cc1F	-22.2	-0.3	0.7	/	-9.2	0.3	-1.5	-4.3
CC1CCCCC12NC(=O)N(CC(=O)NCc1ccccc1)C2=O (configuration not stated)	0.4	-0.7	0.6	16.6	15.4	0.5	-0.7	-0.7
O=C(Nc1ccccn1)C1CCN(S(=O)(=O)c2cccs2)CC1	3.7	-1.5	4.7	-2.6	5.2	/	-17.6	0.8
Cc1nc(N2CCc3ccccc3C2)[nH]c(=O)c1CCC(C)C	/	/	0.1	5.8	-12.9	/	-1.6	-2.1
O=C(CN1CCN(C(=O)CCC(=O)N2CCC(c3ccccc3)=N2)CC1)Nc1cccc(F)c1	-4.2	-0.4	-5.3	-4.3	-4.3	0.0	1.9	/
CC(C)Oc1cccc(-c2cc(C(=O)NN3CCOCC3)c3ccccc3n2)c1	10.4	-3.6	1.0	2.0	5.3	0.3	-3.7	-2.2
CCCS(=O)(=O)NC(=O)C1(C)CCCN(C(=O)COCc2ccccc2)C1 (configuration not stated)	8.9	-0.6	0.6	3.8	19.9	0.2	-2.4	-4.5
CC(C)NC(=O)Nc1ccc2c(c1)C(=O)N([C@H](C)CO)C[C@H](C)[C@H](CN(C)Cc1ccc(Oc3ccccc3)cc1)O2	-29.6	0.6	1.5	-2.8	-8.8	-1.4	4.7	-2.0
CCOC(=O)N1CCC(N2C(=O)c3ccc(C(=O)Nc4cccc(OC)c4)cc3C2=O)CC1	-15.9	-2.6	-0.3	/	2.8	0.2	-1.4	-0.9
COc1ccc(-c2cn(CC3CCCCC3)nn2)cc1	3.2	-2.4	-2.9	1.9	-63.1	0.1	-3.5	-7.2
O=C(Cc1ccc(Br)cc1)N/N=C/c1cccnc1	-5.6	2.0	1.0	0.7	7.5	0.2	-4.8	0.3
Cn1c(CN2CCN(c3ccccc3NS(C)(=O)=O)CC2)nc2ccccc21	3.3	3.8	1.4	5.1	-0.6	0.0	-3.3	-0.7
COc1ccc(S(=O)(=O)N(C)C[C@@H]2OCCCC[C@H](C)Oc3ccc(NC(=O)C4CCCCC4)cc3C(=O)N([C@H](C)CO)C[C@H]2C)cc1	/	-1.5	1.3	2.1	-21.2	9.1	-2.3	5.7
C/C(=N\NC(=O)c1cccs1)c1ccc2c(c1)OCO2	/	/	-2.4	-4.7	/	0.1	-4.3	-3.5
CC(=O)Nc1ccc2c(c1)C(=O)N(C)[C@H]1CC[C@@H](CC(=O)NCc3ccc4c(c3)OCO4)O[C@@H]1CO2	4.6	6.2	/	-4.1	-3.0	0.2	/	/
COc1ccc(/C=C/C(=O)Nc2nnc(C(C)C)s2)cc1OC	/	0.2	2.2	15.9	-12.6	-0.1	-6.7	-6.0
CC(C)C#Cc1ccc2c(c1)O[C@@H](CN(C)CC1CC1)[C@@H](C)CN([C@@H](C)CO)S2(=O)=O	8.5	-0.7	1.2	-11.1	1.3	-0.7	12.8	4.0
Cc1noc(C)c1NC(=O)N(C)C[C@H]1OCCCC[C@H](C)Oc2ccc(NC(=O)Nc3ccc(F)cc3)cc2C(=O)N([C@H](C)CO)C[C@@H]1C	/	1.6	0.6	11.2	5.7	0.2	-1.3	-3.4

Results in PGC1a acetyl inh and LGR2 antag (two entries from above):
smiles	PGC1a acetyl inh	LGR2 antag
COc1ccc(-c2cn(CC3CCCCC3)nn2)cc1	1.9	-63.1
O=C(Cc1ccc(Br)cc1)N/N=C/c1cccnc1	0.7	7.5

(more compounds)
SMILES	C2C12 statin	Cneo AK release	ERAP1 inh	PGC1a acetyl inh	LGR2 antag	Xi reactivation	S100A4 MyoIIA	SIRT5 inh
CC1=NN(C(=O)c2ccncc2)C(=O)C1N=Nc1ccc2ccccc2c1 (configuration not stated)	/	/	3.6	5.4	-80.6	0.2	14.8	/
O=C(NCCc1ccncc1)[C@@H]1[C@@H](CO)[C@@H]2Cn3c(ccc(-c4cccc(F)c4)c3=O)[C@H]1N2	2.0	1.0	0.5	/	-24.8	-0.1	11.6	-33.6
CSC1=NCCN1C(=O)c1ccc(S(=O)(=O)N2CCOCC2)cc1	3.4	-0.4	-0.2	0.6	0.7	0.2	1.1	/
Cc1cccc(S(=O)(=O)N2CCCCN3[C@H](CO)[C@H](c4ccc(C#CC(C)C)cc4)[C@@H]3C2)c1	/	-0.5	5.5	6.6	7.7	0.2	1.3	-0.4
CCOc1ccc(C(=O)Nc2cc(C)ccn2)cc1	-48.3	-8.1	4.9	-10.1	64.9*	0.1	-2.4	3.8
Cc1noc(C)c1S(=O)(=O)Nc1ccc2c(c1)C(=O)N([C@@H](C)CO)C[C@H](C)[C@H](CN(C)Cc1ccncc1)OCCCC[C@H](C)O2	/	-0.8	-2.6	-4.7	3.6	0.1	15.0	-0.8
CCOC(=O)CC1Sc2ccccc2NC1=O (configuration not stated)	1.6	2.2	-3.5	-6.9	7.4	/	-1.5	-2.6
CCC(CO)Oc1cc(NC(=O)c2ccc(C)cc2)c2ncn(C(C)C)c2c1 (configuration not stated)	-36.1	-5.0	-5.5	2.2	-0.5	-0.2	0.9	0.5
O=c1[nH]c2ccc(NCc3ccccc3OCc3ccc(Cl)cc3)cc2[nH]1	16.0	-0.8	0.9	-18.0	-21.4	0.1	-9.5	-0.8
COc1ccc(C(=O)NNC(=O)c2ccc3ccccc3c2O)cc1	2.3	0.4	-1.0	/	11.6	0.1	-0.1	-2.9
CCCOc1ccccc1/C=C1\SC(N2CCCCC2)=NC1=O	25.2	-3.6	-2.9	/	12.7	-0.1	-0.1	/
COc1ccc(NC(=O)CNc2cccc(S(=O)(=O)N3CCCCCC3)c2)c([N+](=O)[O-])c1	-13.2	-3.3	-3.2	-15.9	33.1	-0.2	-5.4	3.2
Cc1[nH]n(-c2ccccc2)c(=O)c1/C=N/N(c1ccccc1)c1ccccc1	/	/	5.2	0.3	-6.7	0.0	-1.1	-1.1
Cc1ccc(CNC(=O)[C@@H](Cc2ccccc2)NC(=O)[C@H]2O[C@@H](n3ccc(N)nc3=O)[C@H](O)[C@@H]2O)o1	/	/	1.5	/	-11.8	0.1	-8.0	-2.8
CC(=O)Oc1ccc(CCC(C)OC(C)=O)cc1 (configuration not stated)	11.5	8.2	1.7	10.8	-3.4	/	-3.0	-0.3
[N-]=[N+]=NC1c2ccccc2C(=O)N1Cc1ccccc1 (configuration not stated)	8.3	-2.5	2.4	2.4	-1.3	0.1	0.6	2.0
CC(/C=C/C=C/c1ccccc1)=N\NC(=O)c1cccnc1	/	/	-0.2	/	-9.3	1.0	-0.2	-2.8
CCOc1ccccc1N1CCN(CC(=O)c2c(N)n(C)c(=O)n(C)c2=O)CC1	/	/	1.1	-3.6	-15.9	0.2	-2.7	-1.4
CCCCN(CCCC)c1nc(-c2ccncc2)nc2ccccc12	/	/	/	/	9.6	0.0	-8.6	0.4
N#C[C@@H]1[C@H](c2ccc(-c3cccc(F)c3)cc2)[C@@H](CO)N1C(=O)NC1CCCC1	-27.4	-0.9	-0.4	-10.7	12.0	0.2	2.0	3.3
O=C(C[C@H]1CC[C@H]2[C@@H](COC[C@@H](O)CN2Cc2cc(F)ccc2F)O1)NCc1ccc(F)cc1	24.7	-4.3	-2.8	0.5	-11.4	0.2	0.1	-4.3
Cc1ccc2nc(SC(C)C(=O)N3CC(C)OC(C)C3)[nH]c2c1 (configuration not stated)	/	/	4.1	/	-6.4	0.0	2.6	22.4*
COc1cccc(-c2ccc3n(c2=O)C[C@H]2[C@H](CO)[C@@H](C(=O)N(C)C)[C@@H]3N2CC2CC2)c1	4.9	0.5	-1.3	/	-0.4	0.0	2.3	-11.1
O=C(C[C@@H]1CC[C@@H]2[C@H](COC[C@H](O)CN2C(=O)Nc2cc(Cl)cc(Cl)c2)O1)NCC1CC1	0.8	-1.6	0.9	-6.3	9.3	0.3	1.8	1.6
C#CCn1c(C)cc(C)c(S(=O)(=O)c2ccccc2)c1=O	/	/	3.1	-2.0	-18.5	0.0	-2.6	-1.1
C[C@H](CO)N1C[C@H](C)[C@H](CN(C)Cc2ccc(C(=O)Nc3ccccc3N)cc2)Oc2c(NC(=O)Nc3ccc(C(F)(F)F)cc3)cccc2C1=O	/	0.9	1.9	-0.3	4.9	-0.3	-3.2	0.3
CC(=O)N1CCOc2ccc(S(=O)(=O)N3CCC(C(=O)Nc4ccc(C)cc4)CC3)cc21	6.4	-1.0	-0.3	-7.6	-2.6	0.7	-7.9	1.8
CCCCOc1ccc(CSCCN=C(N)N)cc1	/	/	-7.1	11.8	-16.5	0.0	-2.5	-1.8
CC1Cc2cc(-c3csc(NC(=O)Cc4ccccc4)n3)ccc2N1S(C)(=O)=O (configuration not stated)	0.6	-0.4	1.1	-25.9	32.2	/	6.8	3.1
Cc1ccc(S(=O)(=O)N2C[C@@H](O)COC[C@@H]3O[C@H](CC(=O)N[C@@H]4CCN(Cc5ccccc5)C4)CC[C@H]32)cc1	-16.3	0.4	-1.1	3.5	11.7	0.2	-3.0	-3.6
Nc1nc(Cl)c2ncn(C3OC(CO)C(O)C3O)c2n1 (configuration not stated)	1.0	-0.6	-3.6	-8.9	-17.6	0.2	1.8	/
O=C(CCSCc1ccccc1F)NCc1cccs1	7.4	-2.6	-0.7	2.0	-30.7	0.1	-3.3	-3.4
C[C@H](CO)N1C[C@H](C)[C@@H](CN(C)S(C)(=O)=O)Oc2cc(C#Cc3ccccc3)ccc2S1(=O)=O	-13.8	90.7*	2.6	10.6	12.8	-1.9	-2.0	-1.3
COc1ccc2c3c([nH]c2c1)[C@@H](CO)N(C(=O)c1cnccn1)CC31CCN(C(=O)c2cnccn2)CC1	/	/	-0.5	7.4	8.6	0.1	10.3	-2.6

Whole records, looked up by structure. Order of values: C2C12 statin	Cneo AK release	ERAP1 inh	PGC1a acetyl inh	LGR2 antag	Xi reactivation	S100A4 MyoIIA	SIRT5 inh
Listed for `C[C@H](CO)N1C[C@H](C)[C@@H](CN(C)S(C)(=O)=O)Oc2cc(C#Cc3ccccc3)ccc2S1(=O)=O` → -13.8	90.7*	2.6	10.6	12.8	-1.9	-2.0	-1.3
Listed for `O=C(CCSCc1ccccc1F)NCc1cccs1` → 7.4	-2.6	-0.7	2.0	-30.7	0.1	-3.3	-3.4
Listed for `COc1cccc(-c2ccc3n(c2=O)C[C@H]2[C@H](CO)[C@@H](C(=O)N(C)C)[C@@H]3N2CC2CC2)c1` → 4.9	0.5	-1.3	/	-0.4	0.0	2.3	-11.1
Listed for `Cc1ccc(S(=O)(=O)N2C[C@@H](O)COC[C@@H]3O[C@H](CC(=O)N[C@@H]4CCN(Cc5ccccc5)C4)CC[C@H]32)cc1` → -16.3	0.4	-1.1	3.5	11.7	0.2	-3.0	-3.6
